LYP phosphatase – inhibitors of LYP phosphatase, biochemical, fluorescence intensity, uHTS (AID 1779); recombinant LYP phosphatase, fluorescence intensity; higher % means a stronger effect; Tyrosine-protein phosphatase non-receptor type 22 (Homo sapiens); hit rate 0.054% among 290,000; inhibition, % at 11.5 µM; hits with a dose series show IC50 in µM; in the data active = inhibition above about 50%;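 also: plate controls were vehicle with enzyme for no effect and no enzyme for full effect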
NTR1 ag – agonists of NTR1, primary screen, imaging, U2OS cells, beta-arrestin-GFP, high content (AID 493036); activation, % at 20 µM; NTR1-U2OS beta-arrestin-GFP spot imaging, agonist mode; hit rate 0.17% among 330,000;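 active = activation at or above 40% of the spot to cytoplasm intensity ratio, with at least 20 cells analyzed; inconclusive = wells under 20 cells, flagged as cytotoxic or low count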;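 also: 0% = DMSO without peptide and 100% = 100 nM NTR1 peptide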
Target sequence (P30989 whole entry, looked up): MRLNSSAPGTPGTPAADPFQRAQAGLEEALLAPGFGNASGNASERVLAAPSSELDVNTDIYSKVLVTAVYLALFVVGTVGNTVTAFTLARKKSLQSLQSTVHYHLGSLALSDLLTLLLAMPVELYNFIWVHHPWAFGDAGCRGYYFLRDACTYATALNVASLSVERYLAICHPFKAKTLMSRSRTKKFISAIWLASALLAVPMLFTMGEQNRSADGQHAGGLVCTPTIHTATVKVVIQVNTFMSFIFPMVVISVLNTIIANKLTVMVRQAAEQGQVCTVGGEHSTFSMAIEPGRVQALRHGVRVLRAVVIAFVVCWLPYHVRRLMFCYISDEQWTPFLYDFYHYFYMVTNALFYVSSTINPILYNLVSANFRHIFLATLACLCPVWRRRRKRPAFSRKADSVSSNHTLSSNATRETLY
HIV fusion peptide – inhibitors of HIV fusion peptide binding, primary screen, biochemical, uHTS, fluorescence dequenching (AID 1986); one-dose inhibition, % at 20 µM; IC50 in µM for titrated hits; cell-free peptide binding, fluorescence dequenching, 30 min; higher % means a stronger effect; hit rate 0.3% among 290,000; in the data active = inhibition mostly above about 52%, no sharp cut-off; inactive = mostly below about 76%; also: some results filed as inactive read as strong as hits
MgcRacGAP inhibition – MgcRacGAP GTPase-activating activity inhibitors, confirmation, biochemical, ADP Hunter fluorescence | MgcRacGAP-stimulated Rac1 GTP hydrolysis, ADP Hunter fluorescence; higher % means a stronger effect; GST-tagged Rac1 F28L mutant substrate | one-dose inhibition, % at 30 µM; IC50 in µM for titrated hits | hit rate 0.6% among 340,000;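 active = first-screen hits whose inhibition reached a set limit at any dose in the follow-up dose series; inconclusive = inhibition above the set first-screen limit but never retested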;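 also: fluorescence reports GDP produced by GAP-driven GTP hydrolysis; strong numbers were not always called active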
GPR55 LPI antagonism – GPR55 antagonists blocking LPI-driven arrestin recruitment, primary screen, imaging, U2OS, beta-arrestin-GFP, LPI agonist (AID 2013); G-protein coupled receptor 55 (Homo sapiens); U2OS GPR55 beta-arrestin-GFP translocation imaging, LPI antagonism; higher % means a stronger effect; inhibition, % at 10 µM; hits with a dose series show IC50 in µM; hit rate 0.13% among 290,000;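 active = spots per cell inhibited over 60%, with over 100 cells counted and total cytoplasm intensity under 500,000; inconclusive = wells with under 100 cells, flagged as likely toxic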;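 also: U2OS cells stably carrying GPR55 and arrestin-GFP stimulated by 5 µM LPI near EC80; imaged beta-arrestin-GFP aggregate spots per cell after agonist stimulation; plate controls were LPI-stimulated DMSO wells for no effect and DMSO wells without LPI for full effect; some results filed as inactive read as strong as hits; confirmed hits need IC50 under 10 µM and bright autofluorescent wells are also inconclusive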
GPR35 arrestin U2OS – GPR35 antagonists blocking zaprinast-driven arrestin recruitment, primary screen, imaging, U2OS, beta-arrestin-GFP, zaprinast agonist (AID 2058). G-protein coupled receptor 35 (Homo sapiens). U2OS GPR35 beta-arrestin-GFP translocation imaging, zaprinast antagonism; higher % means a stronger effect. inhibition, % at 10 µM; hits with a dose series show IC50 in µM. hit rate 0.052% among 290,000;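 active = inhibition of at least 50% with at least 30 cells and total cytoplasm GFP at most 10,000,000; inconclusive = under 30 cells or total GFP of 10,000,000 plus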
Myeloid diff 2 – induction of myeloid progenitor differentiation, primary screen, cell-based, flow cytometry, MLPCN library | ER-HoxA9 myeloid progenitors, lysozyme-GFP differentiation | calls only at 10 µM | hit rate 1% among 360,000 | AID 624256, 2012;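 active = normalized GFP-positive differentiation at or above the plate's own cutoff, the solvent-only control mean plus 3 SD; inconclusive = no clear call, values can overlap the other calls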;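 also: cells exposed to compound for four days before flow analysis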
SIAH1 antagonists – Siah-1 peptide-binding antagonists, primary screen, biochemical, fluorescence polarization, rhodamine-plectin, uHTS (AID 1817); E3 ubiquitin-protein ligase SIAH1 (Homo sapiens); Siah-1 / rhodamine-plectin peptide fluorescence polarization; higher % means a stronger effect; one-dose displacement, % at 20 µM; IC50 in µM for titrated hits; hit rate 0.02% among 290,000;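 active = displacement of at least 50% at 20 µM, with a fluorescence ratio check between 0.3 and a set limit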;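 also: plate controls were Siah plus tracer with DMSO for no effect and tracer alone without Siah for full effect; strong numbers were not always called active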
PhoP inhibition – inhibitors of PhoP regulon expression, primary screen, Salmonella Typhimurium, GFP reporter (AID 1863); S. Typhimurium PhoP-regulated promoter GFP reporter, 4 h; higher % means a stronger effect; inhibition, % at 50 µM; hits with a dose series show IC50 in µM; hit rate 0.16% among 300,000;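 active = inhibition over 29.93%, a cutoff 3 SD above the screen mean, later confirmed by dose response; inconclusive = inhibition over 29.93% but no dose response follow-up; inactive = inhibition at most 29.93% or unconfirmed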;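 also: 0% = low Mg2+ inducing control and 100% = high Mg2+ repressing control; strong numbers were not always called active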
NTR1 ag cell count 20 µM – second read-out of NTR1 ag, no call of its own (marks repeat the call); cell count; measured here: cell count, cytotoxicity flag
Myeloid diff 2 GFP+ MAC1+ % – recorded beside Myeloid diff 2, whose call it bears; GFP+ MAC1+ double positive, %; measured here: differentiation confirmed by MAC1 staining
Active calls of the source: *; i = inactive; ? = inconclusive; · = not tested or not shown. Outcome played no part in choosing rows; about 2.4% have a hit in one of these screens.

SMILES	LYP phosphatase	NTR1 ag	NTR1 ag cell count 20 µM	HIV fusion peptide	MgcRacGAP inhibition	GPR55 LPI antagonism	GPR35 arrestin U2OS	Myeloid diff 2	Myeloid diff 2 GFP+ MAC1+ %	SIAH1 antagonists	PhoP inhibition
COc1ccc(C2(C(=O)NCCCN3CCOCC3)CCOCC2)cc1	-4%	0.7	86	-0.7%	4%	-1%	14%	i	2.1	4%	-7%
CC(C)CCN(C(=O)CCCSc1nc2ccccc2[nH]1)c1c(N)n(Cc2ccccc2)c(=O)[nH]c1=O	·	0.9	61	·	-1%	·	·	i	1.2	·	-7%
Cc1cccc(NC(=O)CN2C(=O)N/C(=C\c3ccc(-c4cccc(C(=O)O)c4)o3)C2=O)c1	-9%	-0.7	46	40%	17%	8%	7%	i	0.3	13%	-14%
O=C(O)CCC(=O)NCc1ccc(C(=O)O)cc1	-7%	-1.3	77	12%	4%	6%	18%	i	3.8	-10%	0%
CCC(=O)N(CCc1ccccc1)Cc1cc2cccc(C)c2[nH]c1=O	-1%	0.4	59	-0.6%	6%	-7%	-6%	i	0.4	1%	-4%
CCOc1ccc(C(=O)NC(C)(C)CC)cc1	-4%	2.6	87	1.5%	4%	5%	-2%	i	0.3	2%	-5%
Cc1ccc(C)c(CNS(=O)(=O)c2c(C(=O)N3CCCC3)c(C)n(C)c2C)c1	0%	1.9	64	0.2%	-12%	0%	8%	i	2.1	-1%	0%
O=C(Nn1cnnc1)c1csc2ccccc12	-9%	2.8	65	1.0%	-2%	2%	23%	i	6.3	-5%	18%
NNC(=O)CN1C(CN2CCOCC2)=Nc2ccc(Br)cc2C1c1ccccc1 (centres undefined)	-4%	0.4	51	-0.1%	2%	-5%	-11%	i	0.0	4%	8%
C=C(C)CNC(=O)CCc1nnc(C2(c3ccc(Cl)cc3)CCC2)o1	-2%	-0.6	82	-0.6%	1%	-1%	2%	i	0.4	2%	-8%
NC(=O)c1ccc(NC(=O)CN2CCN(Cc3ccccc3)CC2)cc1	-9%	1.0	88	-1.4%	5%	-2%	-8%	i	0.3	4%	29%
COCCCNC(=O)C1CCC(CNS(=O)(=O)c2ccc(C)cc2)CC1 (centres undefined)	1%	-1.4	71	0.6%	·	10%	12%	·	·	-1%	-9%
COc1ccc(NC(=O)Nc2ccc(C)cc2OC(F)F)cc1OC	-4%	0.3	81	-1.3%	7%	4%	-15%	i	1.2	2%	16%
CC1CCN(CC(CS(=O)(=O)c2ccc([N+](=O)[O-])cc2)N2CCC(C)CC2)CC1 (centres undefined)	-1%	26	54	-0.7%	9%	3%	7%	i	2.5	-3%	-10%
CCOC(=O)c1ccc(NC2c3ccccc3C(=O)N2c2ccccn2)cc1 (centres undefined)	2%	9.8	56	0.8%	11%	12%	7%	i	7.6	2%	1%
CC1CN(Cc2cn(C)nc2-c2ccc(Oc3ccccc3)cc2)CCN1C (centres undefined)	-4%	-0.9	52	-2.4%	0%	-5%	11%	i	1.1	-1%	3%
CCOc1ccc(NS(=O)(=O)c2ccc(C(=O)NCC3(N4CCCCC4)CCCCC3)cc2)cc1	1%	3.6	61	0.5%	-3%	9%	12%	?	·	0%	-4%
CC(C)C(=O)Nc1ccc(NC(=O)c2cccc3c(Br)cccc23)cc1	-6%	-0.6	106	-0.4%	6%	-3%	-6%	i	0.4	2%	-6%
Cc1cccc(NC(=O)CNC(=O)CN2C(=O)NC3(CCCCC3C)C2=O)c1C (centres undefined)	·	0.1	74	·	12%	·	·	i	0.5	·	8%
CCCn1c(SCC(=O)Nc2nccs2)nnc1-c1cccnc1	-2%	1.5	58	-2.3%	1%	-1%	3%	i	1.3	1%	-1%
CCOC(=O)N1CCN(C(=O)c2ccc3c(c2)N(Cc2ccccc2)CCS3)CC1	-5%	3.3	57	-1.0%	1%	0%	-7%	i	4.9	4%	·
Cc1[nH]c(=S)c(C#N)c(-c2ccccc2)c1C(=O)Nc1ccccc1	-5%	-1.3	49	-0.4%	-1%	6%	-6%	i	0.9	4%	-6%
Cc1ccc(S(=O)(=O)NCC(=O)NCC(=O)OCC(=O)N2CC(=O)Nc3ccccc32)cc1C	-8%	0.5	41	-0.6%	-2%	12%	-2%	i	0.2	3%	-1%
Cc1ccc(-c2n[nH]c3c2C(c2cccc(O)c2)N(c2ccc(C(=O)O)cc2)C3=O)cc1 (centres undefined)	2%	-1.1	47	16%	10%	·	14%	i	0.3	6%	-8%
O=C(N/C(=C/c1ccccc1)C(=O)N1CCOCC1)c1ccc([N+](=O)[O-])cc1	-7%	1.1	69	0.3%	3%	3%	6%	i	0.1	10%	6%
Cc1ccccc1C(=O)/C=C1/c2ccccc2CC(C)(C)N1C	-5%	1.0	68	-1.6%	6%	4%	8%	i	5.8	2%	8%
CC(=O)c1cccc(NC(=O)c2cc3nc(C)cc(C)n3n2)c1	-1%	-0.8	66	0.2%	13%	-7%	-3%	i	0.6	-3%	-2%
Cc1nc(-c2cccc(S(=O)(=O)N3CC(C)CC(C)C3)c2)cs1 (centres undefined)	-6%	5.2	53	-2.9%	17%	-6%	7%	i	1.2	1%	-3%
Cc1c(C(=O)N2CCCCCC2)c(S(=O)(=O)Nc2cccc(F)c2)c(C)n1C	-14%	-0.6	46	-2.1%	6%	12%	5%	?	·	3%	4%
COC(=O)C1=NN[C@H](C(=O)OC)[C@H]1c1ccccc1	-4%	-1.4	41	-0.7%	8%	9%	-4%	i	0.8	3%	-11%
Cc1cccc(C(=O)Nc2nnc(COc3ccccc3)s2)c1	-5%	1.1	45	0.6%	3%	-6%	4%	i	0.2	-1%	·
C#CCOCCOCCOCCNc1nc(N2CCN(C(=O)[C@H](CCCCN)n3cc([C@@H](N)CO)nn3)CC2)nc(N2CCN(C(=O)[C@H](Cc3cc4ccccc4[nH]3)n3cc([C@@H](N)CC(C)C)nn3)CC2)n1	-24%	-3.3	38	-1.5%	·	18%	0%	·	·	2%	2%
CCOCCn1c(SCc2c(F)cccc2Cl)nc2c1c(=O)[nH]c(=O)n2C	-6%	4.1	81	-1.7%	0%	-12%	3%	i	0.9	1%	2%
CCOC(=O)c1c(C)[nH]c(C)c1C(=O)COC(=O)/C=C/c1ccc(Cl)cc1	1%	11	84	3.4%	0%	-16%	-20%	i	0.5	-1%	-4%
O=C(NCCF)[C@H]1C[C@@H]1[C@H](NP(=O)(c1ccccc1)c1ccccc1)c1ccccc1	-8%	3.1	86	-0.3%	3%	14%	10%	i	1.3	-8%	3%
CCc1nc(N[C@@H](CC(C)C)C(=O)O)c2oc3ccccc3c2n1	-1%	-1.6	24	4.3%	12%	-7%	3%	i	0.7	9%	5%
O=C(CCC(=O)N1CCN(S(=O)(=O)c2ccc(Cl)cc2)CC1)NCc1ccccc1	-9%	2.6	61	0.9%	2%	-5%	-6%	i	0.8	4%	0%
O=C(C1CC2C=CC1C2)N1CCN(c2ccccc2)CC1 (centres undefined)	-4%	-0.4	43	-2.2%	-12%	3%	-1%	i	0.3	-5%	-3%
CC(=O)N1CCN2C(=O)C1CCCC(=O)c1cc(C(C)C)ccc12 (centres undefined)	-5%	-1.0	56	-0.1%	8%	17%	0%	i	1.1	6%	-2%
CN1C[C@@H]2C(c3ccccc3)C3(c4ccccc4)CC2(C3)[C@H]1c1ccccc1 (some centres undefined)	-6%	6.3	64	-0.3%	6%	11%	-18%	i	0.9	4%	-8%
Cc1nc2ccc3nc(NC(=O)c4ccc5c(c4)OCCO5)sc3c2s1	-1%	-0.1	44	-0.8%	11%	-2%	-7%	i	5.3	1%	-6%
Cc1ccc(S(=O)(=O)Nc2ccccc2F)cc1C(=O)NNC(=O)c1csc(N2CCOCC2)n1	·	-0.1	62	·	11%	·	·	i	0.5	·	-4%
COc1ccc(N(CC(=O)Nc2ccccc2Cl)S(=O)(=O)c2ccc(C)cc2)cc1OC	-8%	3.8	61	0.1%	-1%	-4%	-11%	i	0.4	1%	-3%
CCCOc1ccc(OCCNC2CCCC2)cc1	-10%	-2.1	99	0.2%	13%	5%	2%	i	0.3	4%	4%
CN(c1ccc(C(=O)NCc2cccs2)cc1)S(=O)(=O)c1ccccc1	-4%	-0.4	38	-1.3%	-1%	1%	-17%	i	0.1	3%	-1%
C=CCN=C1CC(C)(C)CC(=O)/C1=C(\O)c1ccccc1	-3%	0.2	77	-2.8%	6%	-4%	8%	i	0.8	0%	-11%
Cc1ccc(C)c(NC(=O)CN(C)C(=O)c2ccccc2Cc2ccccc2)c1	·	-0.7	64	·	2%	·	·	i	1.2	·	2%
O=C(CCSc1ccccc1)Nc1nnc(-c2ccccc2)o1	-3%	1.7	53	-2.0%	5%	-4%	-6%	i	2.1	-3%	-10%
CCCn1nnc(NC(=O)c2cccc(OCC(C)C)c2)n1	-8%	-4.7	96	-1.8%	-4%	4%	10%	i	1.0	-3%	9%
NC(=S)N/N=C1\CC(n2nnnc2-c2ccccc2)C2COC1O2 (centres undefined)	-4%	1.5	77	0.9%	7%	-5%	-6%	i	0.6	0%	-9%
Cn1c(COc2ccccc2)nnc1SCC(=O)Nc1ccc(N2CCOCC2)cc1	-3%	0.0	58	0.5%	1%	12%	1%	i	1.0	2%	-1%
Cc1cc(C)nc(Nc2n[nH]c(C)n2)n1	-9%	1.5	25	-0.1%	3%	5%	-11%	i	0.0	2%	-3%
O=C(CN1C(=O)NC2(CCCCCC2)C1=O)c1ccc(Cl)s1	·	1.7	68	·	7%	·	·	i	1.3	·	-3%
C=CCn1c(SCC(=O)N2CCc3ccccc3C2)nc2sc(C)c(C)c2c1=O	-3%	18	47	-1.6%	0%	12%	4%	i	0.5	-7%	-1%
O=C(CSc1nnnn1-c1cccc2c1CCCC2)N1CCCCC1	-3%	1.5	56	8.3%	8%	-6%	1%	i	0.9	2%	4%
